Source: PubChem
NS3 helicase inh: inhibitors of HCV NS3 helicase, primary screen, biochemical, Cy5 molecular beacon fluorescence | AID 1800, 2009 | NS3 helicase DNA unwinding | hit rate 0.56% among 290,000 | inhibition, % at 10.9 µM;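 active = inhibition above the mean of all tested compounds plus 3 SD, set per campaign, cut at about 35% in these data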;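 also: 0% = DMSO wells and 100% = thioflavine S control wells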
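test system = hepatitis C virus NS3 helicase domain fragment enzyme | reagent = annealed dual-labelled DNA beacon duplex, ATP-started | times = 1 h at 25 °C | detection = Cy5 fluorescence, 0 and 60 min reads | read-out basis = percent inhibition from t60/t0 fluorescence ratio | control set = DMSO and thioflavine S | replication = one well per compound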
MEKK2 WT-MEK5: modulators of MEK5 binding to wildtype MEKK2, primary screen, biochemical, multiplex bead flow cytometry, Alexa488-MEK5; Mitogen-activated protein kinase kinase kinase 2 (Homo sapiens), Q9Y2U5; AID 1531, 2009; binding response (% of control), % at 10 µM; hit rate 1.1% among 290,000; Alexa488-MEK5 binding to MEKK2 WT; actives lie on both sides; in the data active = binding response below about 67% or above about 130%
MEKK2 mut-MEK5: MEK5 binding signal on mutant MEKK2 PB1, primary screen, biochemical, multiplex bead flow cytometry, Alexa488-MEK5. AID 1530, 2009. Alexa488-MEK5 binding to MEKK2 mutant. hit rate 0.35% among 290,000. percent response, % at 10 µM; in the data active = percent response above about 24%, passing the limit was not always enough; also: inactives centre near 1; some results filed as inactive read as strong as hits
DNA FID counter: compounds displacing fluorescent DNA intercalator, primary screen, artefact control for HCV NS3 helicase inhibitor project, biochemical, FID fluorescence; AID 1845, 2009; inhibition, % at 7.9 µM; DNA fluorescent intercalator displacement; hit rate 0.17% among 290,000; in the data active = inhibition above about 37%;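 also: 0% = vehicle and 100% = reference compound; higher means more ethidium bromide displaced from hairpin DNA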
SUMO HTRF inh: inhibitors of in vitro SUMOylation cascade, primary screen, biochemical, HTRF, uHTS; AID 2006, 2009; inhibition, % at 35 µM; SUMO-conjugating enzyme UBC9 (Homo sapiens), P63279; HTRF SUMOylation assay, SAE1/SAE2 + UBC9; hit rate 0.36% among 290,000; in the data active = inhibition above about 50%, passing the limit was not always enough; also: strong numbers were not always called active
CRFBP-R2 agonist: agonists of CRF-BP/CRF-R2 complex, primary screen, cell-based, HEK293, calcium dye fluorescence, uHTS | CRF-binding protein / CRF receptor 2 complex (human) | calcium dye fluorescence (FLIPR); percent of saturating CRF peptide response | activation, % at 13.2 µM | hit rate 0.46% among 350,000 | AID 588473, 2011;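 active = activation of at least 50%, plus an integration ratio under a set limit after plate pattern correction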;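 also: plate controls were neutral control wells without compound for no effect and CRF at EC100 for full effect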
GalR3 antag: GalR3 antagonists in HEK293 cells, primary screen, cell-based, fluorescence readout; AID 651719, 2012; HEK293 GalR3-CNG cAMP membrane potential fluorescence; galR3 body fused to GalR1 C-terminus; hit rate 0.44% among 360,000; inhibition, % at 3 µM;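 active = inhibition above the screen-wide average plus 3 SD, cut at about 13% in these data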;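 also: forskolin and galanin both at EC90 stimulate the cells; cAMP rise reported by CNG channel membrane potential dye signal; 0% = forskolin plus galanin with DMSO and 100% = forskolin alone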
Target sequence (O60755 1-299 limits assumed): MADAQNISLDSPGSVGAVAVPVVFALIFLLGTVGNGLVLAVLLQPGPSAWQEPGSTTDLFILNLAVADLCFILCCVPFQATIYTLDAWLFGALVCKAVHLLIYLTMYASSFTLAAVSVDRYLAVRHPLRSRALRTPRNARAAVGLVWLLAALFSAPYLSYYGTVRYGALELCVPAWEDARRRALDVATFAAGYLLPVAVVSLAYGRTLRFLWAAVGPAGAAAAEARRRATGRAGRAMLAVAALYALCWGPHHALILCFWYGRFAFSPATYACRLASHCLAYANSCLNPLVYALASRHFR
CRFR2-BP antag: antagonists of CRF-BP/CRF-R2 complex, primary screen, cell-based, HEK293, calcium dye fluorescence, uHTS; CRF-induced calcium fluorescence; inhibition, % at 11.8 µM; hit rate 0.59% among 350,000; AID 588475, 2011;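 active = inhibition of the ligand-induced calcium signal above about 50% at the single tested concentration, limit read from the data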
MEKK3 PB1 HTS: modulators of MEKK3-MEK5 PB1 binding, primary screen, biochemical, wildtype MEKK3, multiplex bead flow cytometry, Alexa488-MEK5. Mitogen-activated protein kinase kinase kinase 3 (Homo sapiens), Q99759. bead-based flow cytometry, Alexa488-MEK5 binding to MEKK3; actives lie on both sides; 0 = blocked by unlabeled MEK5, 100 = vehicle. binding response (% of control), % at 10 µM. hit rate 1.4% among 290,000;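 active = binding response more than 3 SD above or below the average of its plate-row segment, actives on both sides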;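 also: Alexa488 bead fluorescence after subtracting the streptavidin-only scavenger bead signal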
Target sequence (Q99759 whole entry, looked up): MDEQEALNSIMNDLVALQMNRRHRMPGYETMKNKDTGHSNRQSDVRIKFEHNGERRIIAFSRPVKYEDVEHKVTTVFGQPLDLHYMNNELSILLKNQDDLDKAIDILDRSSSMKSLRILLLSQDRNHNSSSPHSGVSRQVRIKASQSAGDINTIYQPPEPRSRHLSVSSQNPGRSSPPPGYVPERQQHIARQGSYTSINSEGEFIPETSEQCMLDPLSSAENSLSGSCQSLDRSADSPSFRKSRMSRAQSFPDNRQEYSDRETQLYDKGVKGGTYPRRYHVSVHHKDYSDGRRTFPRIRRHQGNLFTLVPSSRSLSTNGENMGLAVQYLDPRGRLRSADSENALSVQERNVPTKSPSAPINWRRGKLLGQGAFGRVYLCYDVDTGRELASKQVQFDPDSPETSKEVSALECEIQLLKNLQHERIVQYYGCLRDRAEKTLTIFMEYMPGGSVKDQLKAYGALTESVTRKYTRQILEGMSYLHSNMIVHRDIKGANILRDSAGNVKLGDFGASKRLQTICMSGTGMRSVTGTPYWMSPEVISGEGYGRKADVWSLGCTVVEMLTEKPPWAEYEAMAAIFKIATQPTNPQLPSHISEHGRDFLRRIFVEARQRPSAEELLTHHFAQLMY
* marks the source's active call; other numbers are inactive results; nt = no result given. These rows are one share of the data; rates above refer to the full screens.

Molecule,GalR3 antag,MEKK2 WT-MEK5,SUMO HTRF inh,DNA FID counter,CRFR2-BP antag,CRFBP-R2 agonist,MEKK3 PB1 HTS,NS3 helicase inh,MEKK2 mut-MEK5
O=C(CSc1nnc(-c2cccnc2)n1Cc1ccco1)c1ccc(Cl)c(Cl)c1,0,98,12,-14,5,-3.0,99,6,-4
COc1cc(C2C(C#N)=C(N)N(c3sc4c(c3C#N)CCCC4)C3=C2C(=O)CC(C)(C)C3)cc(OC)c1OC (centres undefined),nt,95,16,-6,-57,6.1,101,2,-1
CCOc1ccc(NC(=O)c2ccc3[nH]c(=O)c(=O)[nH]c3c2)cc1,-7,99,9,-4,-11,-0.6,98,3,-2
CN(Cc1c(C(=O)N(C)Cc2ccccc2)nc2ccccn12)CC1Cc2ccccc2O1 (centres undefined),-2,103,2,-18,2,-9.0,89,-10,4
CN(C)/C=C(\C#N)C(=O)c1cccnc1Oc1ccc(F)cc1F,-6,95,10,-9,0,0.3,96,19,2
Cn1cccc1/C=C(/C#N)c1ccc(F)cc1,-3,103,-3,-1,23,-3.7,103,6,6
CC(C)CCNC(=O)CCn1c(=S)oc2ccccc21,-2,96,6,-3,-8,18,99,3,-3
CCN1CCN(CCOCCOc2ccccc2)CC1,1,103,0,6,7,-1.2,102,2,1

Further entries:
Molecule,GalR3 antag,MEKK2 WT-MEK5,SUMO HTRF inh,DNA FID counter,CRFR2-BP antag,CRFBP-R2 agonist,MEKK3 PB1 HTS,NS3 helicase inh,MEKK2 mut-MEK5
O=S(=O)(/C=C/c1ccccc1)n1cnc2ccccc21,1,102,1,2,1,0.1,102,1,1
CC(OC(=O)Cc1ccc(Cl)cc1)C(=O)NCCC1=CCCCC1 (centres undefined),-7,88,14,-25,7,-1.7,83,-1,-5
O=C(CCc1nc(-c2ccccc2)c(-c2ccccc2)o1)OCc1ccc(Br)cc1,-3,106,14,-6,-13,7.2,104,3,3
CC(=O)c1ccc(OCc2cc(C(=O)N3CCN(C4CCCC4)C(=O)C3)no2)cc1,1,109,9,-37,1,-1.1,104,-1,5
O=C(Cn1cnc2ccccc2c1=O)N1CCN(c2ccccc2)CC1,-5,104,-4,-6,9,-0.5,122*,-4,6
CN(CC(=O)Nc1nc2ccccc2s1)S(=O)(=O)c1ccccc1,-5,103,11,-10,-16,-0.3,98,-11,0
CC(=O)Nc1sc(N/N=C\c2ccccc2)nc1-c1cccs1,-5,96,-6,0,-5,2.8,96,2,-2
Cc1cc(NC(=O)CSc2ccc(F)cc2)no1,2,105,10,-4,6,4.5,105,-3,3

Further results follow.
Molecule,GalR3 antag,MEKK2 WT-MEK5,SUMO HTRF inh,DNA FID counter,CRFR2-BP antag,CRFBP-R2 agonist,MEKK3 PB1 HTS,NS3 helicase inh,MEKK2 mut-MEK5
O=C(NCC1CCCO1)c1coc2nc3ccccc3nc12 (centres undefined),5,101,-7,-3,-14,1.6,100,-3,12
Cc1ccc(OCC(=O)OC2CCS(=O)(=O)C2)cc1 (centres undefined),9,102,-2,3,-1,3.7,100,11,1
Cc1ccc(S(=O)(=O)N2CCCCC2)cc1NC(=O)C1CC(=O)N(Cc2ccccc2)C1 (centres undefined),-9,101,-6,-27,-9,1.0,99,-5,-1
O=C1c2ccccc2C(=O)N1Nc1ccc([N+](=O)[O-])cc1[N+](=O)[O-],-9,95,-9,8,-18,7.3,90,13,-2
CCOC(=O)N1CCN(C(=O)c2ccc(OC)cc2)CC1,-4,88,-4,-3,15,2.2,102,2,-9
CCC(=O)c1ccc(-c2ccccc2)cc1,-2,117,0,1,7,-0.5,104,-7,7
CCOC(=O)C1CCN(C(=O)CCc2c(C)nc3c(-c4ccc(F)cc4)c(C)nn3c2C)CC1,-1,112,-2,-3,17,-2.5,112,5,12
COc1ccc(Cc2nc(-c3ccncc3)no2)cc1,-3,95,16,-6,-3,-0.6,99,1,-4

(listing goes on)
Molecule,GalR3 antag,MEKK2 WT-MEK5,SUMO HTRF inh,DNA FID counter,CRFR2-BP antag,CRFBP-R2 agonist,MEKK3 PB1 HTS,NS3 helicase inh,MEKK2 mut-MEK5
CNNC(=S)Nc1cccc(C(F)(F)F)c1,1,101,-4,-4,1,-4.3,103,1,5
COc1cccc(-c2nn(-c3ccccc3)cc2/C=C(\C#N)C(=O)NCCCn2ccnc2)c1,0,127,-2,-4,-22,14,102,-46,4
O=C(N1CCOCC1)N(Cc1ccco1)CC1CCCO1 (centres undefined),-3,110,29,-6,-2,1.9,104,3,11
C/C=C\C(=O)Nc1cccc(C2=NOC3(C2)C[C@H](C(N)=O)N(C(=O)Cc2ccc([N+](=O)[O-])cc2)C3)c1 (some centres undefined),-3,90,0,nt,3,-2.9,85,nt,4
Cc1ccc(C(=O)Nc2cc(Cl)ccc2OC(=O)c2ccc(C)cc2)cc1,-4,nt,-26,-3,nt,nt,nt,5,nt
Cc1c(NC(=O)c2ccc(-c3cccc([N+](=O)[O-])c3)o2)c(=O)n(-c2ccccc2)n1C,-8,92,4,-13,21,-0.5,99,-2,-8
Cc1ccc(NC(=S)/N=C(\N)Nc2nc(C)c3ccccc3n2)cc1C,-9,92,-11,-3,-20,-0.8,96,-26,-4
CCCCC(=O)O[C@H]1CC[C@H]2[C@@H]3CCc4cc(O)ccc4[C@H]3CC[C@]12C,nt,100,4,-12,-50,17,90,3,-2

Shown field by field: part of the list above
COc1cccc(-c2nn(-c3ccccc3)cc2/C=C(\C#N)C(=O)NCCCn2ccnc2)c1
  GalR3 antag: 0	MEKK2 WT-MEK5: 127	SUMO HTRF inh: -2	DNA FID counter: -4	CRFR2-BP antag: -22	CRFBP-R2 agonist: 14	MEKK3 PB1 HTS: 102	NS3 helicase inh: -46	MEKK2 mut-MEK5: 4

O=C(N1CCOCC1)N(Cc1ccco1)CC1CCCO1 (centres undefined)
  GalR3 antag: -3	MEKK2 WT-MEK5: 110	SUMO HTRF inh: 29	DNA FID counter: -6	CRFR2-BP antag: -2	CRFBP-R2 agonist: 1.9	MEKK3 PB1 HTS: 104	NS3 helicase inh: 3	MEKK2 mut-MEK5: 11

Further records.
Molecule,GalR3 antag,MEKK2 WT-MEK5,SUMO HTRF inh,DNA FID counter,CRFR2-BP antag,CRFBP-R2 agonist,MEKK3 PB1 HTS,NS3 helicase inh,MEKK2 mut-MEK5
Cc1cccc(SCC(=O)Nc2ccccc2[N+](=O)[O-])c1,-4,99,11,0,9,-1.1,104,8,2
N#C/C(=C\c1c[nH]c2ccc(Br)cc12)c1ccccn1,-11,102,0,-4,-3,0.1,107,-22,5
CN(NC(=O)c1ccc(Cl)cc1)c1nc(-c2ccccc2)nnc1C(F)(F)F,1,nt,-5,-3,-8,4.0,nt,4,nt
Cc1ccc(NC(=O)c2ncn[nH]2)cc1,2,102,4,0,-10,5.8,103,5,0
O=C(CSC1=NCCS1)N1CCN(c2ccccc2)CC1,9,99,13,-7,16,4.7,99,4,-1
COC(=O)c1cn(CC(=O)NCc2cccs2)c2ccccc12,1,114,-9,-10,-10,-0.3,106,8,7
CNC(=O)Nc1ccccc1C(=O)NCc1ccccc1,-1,114,8,1,-1,-1.3,108,4,10
CCCCCCCCCCC(=O)NNC(=O)c1c(O)c2ccccc2n(CC)c1=O,nt,98,2,4,nt,nt,103,1,-3

(more compounds)
Molecule,GalR3 antag,MEKK2 WT-MEK5,SUMO HTRF inh,DNA FID counter,CRFR2-BP antag,CRFBP-R2 agonist,MEKK3 PB1 HTS,NS3 helicase inh,MEKK2 mut-MEK5
CC(NC(=O)c1cc2ccccc2oc1=O)c1ccccc1 (centres undefined),-10,99,3,-11,-1,-0.2,102,-6,4
CCN(CC)S(=O)(=O)c1ccc(N2CCCC2)c(C(=O)Nc2ccc(OC)c(Cl)c2)c1,-4,107,22,-5,-1,0.6,101,-12,0
COc1ccc(CN(C)C(=O)c2cccc(NS(=O)(=O)c3ccccc3)c2)c(OC)c1,-4,101,-1,-48,-9,0.2,101,-8,2
CCC1(c2ccccc2)C(=O)NCNC1=O,4,97,-4,-2,-1,-0.9,89,-5,-4
O=C(COc1ccccc1F)Nc1cc(S(=O)(=O)N2CCOCC2)ccc1N1CCOCC1,0,94,-2,-14,-6,0.9,100,-5,-5
CN(CC1CCOCC1)C(=O)CC1C(=O)NCCN1Cc1ccccc1F (centres undefined),0,95,22,-18,12,-1.0,97,-1,-4
CCCOc1ccc(C(=O)NC(=S)N2CCN(c3cc4c(cc3F)c(=O)c(C(=O)O)cn4CC)CC2)cc1,-10,94,8,-8,-12,-1.2,100,3,-9
CCCCCC(=O)Nc1nc(C)c(-c2csc(Nc3cc(Cl)ccc3OC)n2)s1,-5,112,11,-1,-10,-0.1,105,14,5

Entries listed so far that bear a hit mark in MEKK3 PB1 HTS:
SMILES	GalR3 antag	MEKK2 WT-MEK5	SUMO HTRF inh	CRFR2-BP antag	CRFBP-R2 agonist	MEKK3 PB1 HTS	NS3 helicase inh	MEKK2 mut-MEK5
O=C(Cn1cnc2ccccc2c1=O)N1CCN(c2ccccc2)CC1	-5	104	-4	9	-0.5	122*	-4	6

Next results follow:
Molecule,GalR3 antag,MEKK2 WT-MEK5,SUMO HTRF inh,DNA FID counter,CRFR2-BP antag,CRFBP-R2 agonist,MEKK3 PB1 HTS,NS3 helicase inh,MEKK2 mut-MEK5
CCOc1ccc(-c2cc(C(=O)N/N=C(\C)c3cccnc3)c3ccccc3n2)c(OCC)c1,2,102,15,-13,-2,0.7,100,-6,-1
Cc1c(C(=O)N2CCN(c3ccc(F)cc3)CC2)oc2c1C(=O)CCC2,-2,104,5,-27,-3,1.0,102,-9,0
COCCNC(=O)CN(C(=O)Cn1nnc2ccccc21)c1cccc(C)c1C,-4,93,11,-17,0,3.7,97,-10,36
CCC(C)(C)C1CCc2c(sc(NC(=O)c3ccccc3C(=O)O)c2C#N)C1 (centres undefined),-4,122,nt,-17,34,-4.9,126,20,22
Cc1c(Cl)ccc2c(C(N)=O)cc(-c3ccccn3)nc12,-3,100,4,-3,-4,-0.8,102,6,6
O=C(Nc1ccccc1-c1nc2ccccc2[nH]1)c1ccc(N2C(=O)CCC2=O)cc1,8,96,14,-2,7,4.8,93,10,-1
CCc1ccccc1NC(=O)Nc1ccc(F)cc1,-6,95,18,4,20,0.7,102,2,-1
FC(F)(F)c1cc(C(F)(F)F)c2ccc(N3CCN(c4ccccc4)CC3)nc2n1,-3,95,27,-3,4,0.8,98,3,-5
COc1cccc(C(=O)N2CCN(C(=O)C3COc4ccccc4O3)CC2)c1 (centres undefined),2,97,3,-35,5,-0.2,96,6,0
